# MEKK2mut PB1 HTS: signal of MEK5 binding to mutant human MEKK2 PB1 domain; bead flow cytometry, Alexa488-MEK5 binding to MEKK2 mutant; percent response, % at 10 µM; actives 0.35% (n = 290,000); AID 1530; in the data active = percent response above about 24%, passing the limit was not always enough; note: inactives centre near 1; some results filed as inactive read as strong as hits; reference of the scale not given here
# GPR7 antag: antagonists of human GPR7 (neuropeptides B/W receptor 1). P48145. GPR7-expressing cells, fluorescence antagonist assay. inhibition, % at 4.4 µM. actives 1.1% (n = 290,000). AID 1861; in the data active = inhibition above about 16%, passing the limit was not always enough;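 note: cells stimulated with the agonist NPW; 0% = agonist with vehicle and 100% = vehicle without agonist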
# Target sequence (P48145 whole entry, looked up): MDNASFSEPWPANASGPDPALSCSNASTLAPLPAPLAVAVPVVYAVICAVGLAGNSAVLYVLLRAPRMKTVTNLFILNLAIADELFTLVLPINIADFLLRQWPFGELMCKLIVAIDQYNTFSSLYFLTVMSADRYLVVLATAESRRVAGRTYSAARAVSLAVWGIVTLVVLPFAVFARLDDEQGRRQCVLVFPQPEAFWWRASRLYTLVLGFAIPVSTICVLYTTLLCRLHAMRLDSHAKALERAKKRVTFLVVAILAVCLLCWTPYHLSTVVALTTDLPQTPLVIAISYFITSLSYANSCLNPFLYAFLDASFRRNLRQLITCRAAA
# MEKK2 WT-MEK5: raises or lowers MEK5 binding to wildtype human MEKK2 PB1 domain; binding response (% of control), % at 10 µM; Q9Y2U5; actives 1.1% (n = 290,000); bead flow cytometry, Alexa488-MEK5 binding to MEKK2 WT; actives lie on both sides; in the data active = binding response below about 67% or above about 130%
# NALP1 yeast inh: blocks the NALP1 inflammasome reconstituted in yeast; actives 0.61% (n = 280,000); inhibition, % at 10 µM; S. cerevisiae NALP1/ASC/caspase-1 growth, X-gal OD620, 72 h; in the data active = inhibition mostly above about 24%, no sharp cut-off; inactive = mostly below about 32%; note: some compounds called inactive have numbers as strong as hits
# MEKK3 PB1 HTS: modulators (inhibitors or enhancers) of MEK5 binding to human MEKK3 PB1 domain. Q99759. bead-based flow cytometry, Alexa488-MEK5 binding to MEKK3; actives lie on both sides; 0 = blocked by unlabeled MEK5, 100 = vehicle. binding response (% of control), % at 10 µM. actives 1.4% (n = 290,000). AID 1529;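 active = binding response more than 3 SD above or below the average of its plate-row segment, actives on both sides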;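 note: Alexa488 bead fluorescence after subtracting the streptavidin-only scavenger bead signal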
# DNA FID counter: fluorescent intercalator displacement, NS3 helicase counter-screen | actives 0.17% (n = 290,000) | DNA fluorescent intercalator displacement, fluorescence | inhibition, % at 7.9 µM; in the data active = inhibition above about 37%;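 note: 0% = vehicle and 100% = reference compound; higher means more ethidium bromide displaced from hairpin DNA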
# OXTR ag: human OXTR agonism; P30559; CHO-OTR cells, Fluo-8 calcium fluorescence; normalized: DMSO 0%, oxytocin 100%; activation, % at 3 µM; actives 0.32% (n = 320,000); AID 2435;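 active = activation above the mean of all tested compounds plus 3 SD, cutoff set per screening run, cut at about 20% in these data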;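 note: peak over basal fluorescence ratio from a 100 s FLIPR kinetic read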
# Target sequence (P30559 whole entry, looked up): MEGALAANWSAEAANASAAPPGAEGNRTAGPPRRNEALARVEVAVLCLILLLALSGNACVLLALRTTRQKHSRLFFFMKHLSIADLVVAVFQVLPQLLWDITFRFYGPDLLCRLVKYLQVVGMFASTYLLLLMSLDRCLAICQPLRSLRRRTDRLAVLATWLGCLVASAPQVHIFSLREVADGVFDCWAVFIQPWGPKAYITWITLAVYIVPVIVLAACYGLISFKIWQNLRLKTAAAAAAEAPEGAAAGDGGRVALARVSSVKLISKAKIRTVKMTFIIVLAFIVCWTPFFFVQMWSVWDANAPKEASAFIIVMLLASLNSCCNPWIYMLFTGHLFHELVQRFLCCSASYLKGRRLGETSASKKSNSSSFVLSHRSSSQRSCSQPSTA
# PHOSPHO1 inh: PHOSPHO1 (human) inhibition; recombinant PHOSPHO1, absorbance phosphatase assay; inhibition, % at 13.3 µM; actives 1.1% (n = 290,000); AID 1565; in the data active = inhibition above about 60%
# Target sequence (Q8TCT1 whole entry, looked up): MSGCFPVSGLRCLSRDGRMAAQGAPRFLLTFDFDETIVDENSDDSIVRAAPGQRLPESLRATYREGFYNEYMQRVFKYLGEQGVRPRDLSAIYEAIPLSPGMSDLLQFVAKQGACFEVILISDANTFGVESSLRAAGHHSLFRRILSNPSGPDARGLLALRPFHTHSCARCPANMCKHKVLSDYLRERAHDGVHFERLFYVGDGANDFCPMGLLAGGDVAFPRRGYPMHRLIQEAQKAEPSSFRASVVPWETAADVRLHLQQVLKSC
# PfM18AAP inh: blocks P. falciparum M18 aspartyl aminopeptidase; AID 1822; recombinant PfM18AAP, H-Glu-NHMec fluorogenic cleavage; actives 1.2% (n = 290,000); inhibition, % at 7.35 µM;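 active = inhibition above the campaign mean inhibition over all tested compounds plus 3 SD, cut at about 28% in these data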;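 note: 0% = plate median of test compound wells and 100% = 2 mM ZnCl2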
# Starred values were filed as active, the others as inactive; x = no result given. This is a random part of the collection; overall some 6.2% were active at least once.
SMILES,MEKK2mut PB1 HTS,GPR7 antag,MEKK2 WT-MEK5,NALP1 yeast inh,MEKK3 PB1 HTS,DNA FID counter,OXTR ag,PHOSPHO1 inh,PfM18AAP inh
O=C(CNC(=O)c1cccc(F)c1)N/N=C/c1cccc([N+](=O)[O-])c1,-1,-13,100,21,98,0,-1.2,-4,4
C=CCc1c(C)nc(-c2ccccc2)nc1N/N=C(\C)c1ccccc1,9,-5,99,24,96,-4,-1.5,-7,37*
O=C1CCCN1c1ccc(S(=O)(=O)N2CCC(c3ccccc3)CC2)cc1,3,3,103,2,100,-1,6.9,-14,0
Cc1ccc(NC(=O)CSc2n[nH]c(-c3ccccn3)n2)cc1,13,8,111,1,105,-29,-1.2,28,20
CCOC(=O)C1CCCN(C(=O)C2CCCN(S(=O)(=O)c3ccc4c(c3)oc(=O)n4C)C2)C1 (stereo unspecified),5,1,108,-6,108,-23,-0.5,11,-2
CCOC(=O)[C@@H]1[C@H]2COc3ccccc3[C@H]2N2C(=O)N(c3cccc(Cl)c3)C(=O)[C@@]12C,-8,3,89,4,102,-36,-0.7,4,7
CC1CCN(C(=O)CCc2nnc3ccc(NCc4ccco4)nn23)CC1,0,-6,98,11,97,-38,-0.5,7,23
CCOC(=O)c1c(NC2OC(=O)c3c2ccc(OC)c3OC)sc(C(=O)OC(C)(C)C)c1C (stereo unspecified),2,-5,104,49,108,-13,-2.5,-2,-6
NCCCC[C@H]1CN=C(N)N1CCc1cccc2ccccc12,7,x,114,x,106,x,0.0,x,x
CC(C)CC(NC(N)=O)C(=O)Nc1ccc2c(c1)OCO2 (stereo unspecified),-10,15,88,3,99,1,-0.2,8,-3
COc1cc(SC)ccc1C(=O)NCCc1ccccc1,0,11,110,33,132,-17,7.9,7,-2
CC(C)(C)c1ccc(/C=C2\Oc3cc(O)ccc3C2=O)cc1,6,-24,100,4,106,0,2.7,14,-3
Cc1cc(C)nc(NS(=O)(=O)c2ccc(NC(=O)CCCN3C(=O)c4ccccc4C3=O)cc2)n1,4,4,108,-8,102,-17,-0.2,5,13
COc1ccc(F)cc1CN1CCN(CC(=O)N2CCc3ccccc32)CC1,-6,6,98,24,95,6,-0.1,-10,-3
Cc1ccc(Nc2ccccc2)nn1,-6,-7,94,10,93,-19,-0.3,3,-13
COc1ccc(C(=O)CSc2ccccc2C(=O)O)cc1,9,-15,109,9,105,-12,-0.8,23,2
C/C(=N\NC(=O)c1cc(C)[nH]n1)C(C)(C)C,0,-7,100,19,96,1,2.3,-13,6
Cn1c(=NC(=O)COc2ccccc2)sc2cccc(F)c21,-18,-2,95,x,97,-2,2.2,32,1
CC(C)CNC(=O)c1cc(-c2ccc3c(c2)OCO3)on1,6,4,107,15,105,-16,1.6,23,-7
Cc1ccc(NC(=O)NNC(=O)COc2ccc([N+](=O)[O-])cc2)cc1C,8,10,106,24,101,1,-1.0,19,-7
CCOc1cc(C2C3=C(CC(C)(C)CC3=O)N(CCOC)C3=C2C(=O)CC(C)(C)C3)ccc1O,2,-7,103,13,101,-36,-0.6,19,12
CCNC(=O)NC(=O)CN(C)c1ccccc1,-4,-11,86,2,81,-3,1.1,-13,-28
Cc1ccc(SCCCCN2CCOCC2)cc1,-1,-1,99,10,100,9,-1.0,32,1
COc1cccc(OCC(O)CN2CCC(Cc3ccccc3)CC2)c1 (stereo unspecified),5,-12,101,6,96,17,0.8,-14,-3
CCS(=O)(=O)N1Cc2ccccc2CC1C(=O)Nc1ccccc1OC (stereo unspecified),-1,-11,110,x,115,-7,-0.6,39,3

# With a hit mark in PfM18AAP inh (from the list above):
Structure,MEKK2mut PB1 HTS,GPR7 antag,MEKK2 WT-MEK5,NALP1 yeast inh,MEKK3 PB1 HTS,PHOSPHO1 inh,PfM18AAP inh
C=CCc1c(C)nc(-c2ccccc2)nc1N/N=C(\C)c1ccccc1,9,-5,99,24,96,-7,37*

# Continuation:
SMILES,MEKK2mut PB1 HTS,GPR7 antag,MEKK2 WT-MEK5,NALP1 yeast inh,MEKK3 PB1 HTS,DNA FID counter,OXTR ag,PHOSPHO1 inh,PfM18AAP inh
COC(=NC(C)C)NC(C)C,1,-4,96,9,89,-2,0.5,32,-5
Cc1cc(NC(=O)c2ccc3c(c2)OCO3)ccc1NC(=O)c1ccccc1,7,-2,104,-3,107,-17,-0.6,28,4
Cc1ccc(NS(=O)(=O)c2ccc(N/N=C/c3ccncc3)c([N+](=O)[O-])c2)c(C)c1,-2,-10,96,30,99,0,-1.1,-14,-5
C[C@@H](C(=O)NCC1CC1)[C@@H]1C[C@@]1(C)[C@@H](NC(=O)OCc1ccccc1)c1ccccc1,3,-9,93,30,96,-40,0.4,-38,-2
O=C(NNC(=O)C1C2C=CC(C2)C1C(=O)O)c1ccccc1 (stereo unspecified),2,-7,102,15,101,-4,-0.6,19,-8
COc1ccc(N2C(=O)C3C4C=CC(CC4)C3C2=O)c([N+](=O)[O-])c1 (stereo unspecified),7,-13,106,-6,101,-1,0.3,-2,4
NC(=O)c1ccsc1NC(=O)COC(=O)C1CCCN1C(=O)c1cccs1 (stereo unspecified),2,-6,100,-3,94,-8,5.8,7,3
COc1ccc(/C=C2\SC(=S)N(C(Cc3ccccc3)C(=O)O)C2=O)cc1 (stereo unspecified),-5,-4,101,5,99,12,x,20,-7
COc1ccc(C(NC(=O)C(C)C)c2ccc3cccnc3c2O)cc1 (stereo unspecified),11,-17,107,x,105,-18,-0.5,46,2
NS(=O)(=O)c1ccc(CNC(=O)C2(c3ccc(Cl)cc3)CC2)cc1,-4,-2,96,-1,102,-9,1.1,13,-7
Cc1ccc(CN(C)C(=O)c2ccccc2Sc2ccccc2C#N)cc1,4,2,108,3,109,-48,-1.1,15,1
Nc1ccc2nc(-c3cccs3)[nH]c2c1,4,-6,99,7,71,1,0.8,-16,4
COc1ccc(N2CCN(c3nc(-c4cccs4)nc4ccccc34)CC2)cc1,2,-12,101,21,102,-2,-0.6,-13,2
Cc1ccc2nc(Cl)c(CNCc3ccccc3)cc2c1,5,-7,107,-1,106,-1,-1.9,53,3
COc1ccc(-c2nnc(SCC(=O)Nc3ncc(C(F)(F)F)cc3Cl)n2CC(C)C)cc1,-2,-1,95,39,95,-23,-3.3,-18,6
CCCC1CC(C#N)N(N(C)C)C1=C(C#N)C#N (stereo unspecified),5,8,101,-4,106,-1,0.2,8,-4
COc1ccc2[nH]c(=O)c(CN(C(C)=O)c3ccc(C)cc3C)cc2c1,3,14,110,3,110,-30,3.3,44,-2
COC(=O)/C(=C1/Oc2cc3c(cc2S1)OCO3)C(F)(F)F,-4,-10,94,-3,95,0,1.0,14,4
CCN1C(=O)[C@H]2[C@@H](c3ccc(Cl)cc3)N3C(=O)CN(CCOC)C(=O)[C@@]3(Cc3ccccc3)[C@H]2C1=O,10,-6,112,-3,101,-8,-0.8,4,-4
CCOc1cccc(C(=O)Nc2nccs2)c1,2,-4,104,33,99,-5,-2.5,13,4
Cc1cc(C)n(-c2ncnc3ccccc23)n1,-1,-9,101,-1,99,-4,-0.1,-20,0
CCN(C(=O)CSc1nnc(Cc2ccccc2F)n1N)C1CCS(=O)(=O)C1 (stereo unspecified),5,-3,106,7,95,-3,1.1,13,-10
C=CCNCCCCOc1ccccc1,19,-8,112,30,102,4,0.1,3,-1
O=C(NC1CC1)C1=C[C@H](c2csc3ccccc23)C[C@H](OCc2ccc(CO)cc2)O1,-6,x,90,x,97,x,3.0,22,x
Cc1ccc(C(c2nnnn2C2CCCC2)N2CCc3ccccc32)cc1 (stereo unspecified),1,-3,95,28,100,-19,-2.3,1,-3
SMILES,MEKK2mut PB1 HTS,GPR7 antag,MEKK2 WT-MEK5,NALP1 yeast inh,MEKK3 PB1 HTS,DNA FID counter,OXTR ag,PHOSPHO1 inh,PfM18AAP inh
O=C(Nc1ccccn1)c1ccc(-c2ccccc2)cc1,4,-30,105,23,107,-15,-0.2,x,0
COc1ccc(CN(C)C(=O)c2ccc(Oc3ccccc3)cc2)cc1F,-3,13,99,22,105,-39,0.0,-46,1
CCOC(=O)c1ccccc1NC(=O)Cn1c(-c2nonc2N)nc2ccccc21,-2,21*,89,x,102,-2,-0.5,15,-10
Cc1ccccc1N(CC(=O)NC1CCCC1)C(=O)C1(C)CC(=O)N=C2C=CC(Cl)=CN21 (stereo unspecified),1,-5,99,-2,103,-20,0.5,48,3
Cc1ccc(N=N/C(=C\O)C(=O)c2ccncc2)cc1,12,-2,99,4,104,0,0.6,13,9
COc1ccc(N2CCN(CCNC(=O)c3ccc4nc5ccccc5c(=O)n4c3)CC2)cc1,-2,-11,100,24,99,-2,x,27,10
O=C(NCCc1ccc(Cl)cc1)Nc1ccc(F)cc1,2,-4,105,6,102,-4,-0.3,12,6
CCOc1ccc2ccccc2c1C1NC(=O)NC(C)=C1C(=O)OCCOC (stereo unspecified),5,-3,99,19,100,-20,0.1,27,2
Fc1ccc(NCc2nnc(SCc3nnc(-c4ccccc4)o3)n2Cc2ccccc2)cc1,-2,-15,102,20,105,-8,4.8,23,-11
Brc1ccccc1OCCCN1CCOCC1,4,2,103,-72,103,6,-0.1,2,-6
Fc1ccccc1NC(=S)N(CCN1CCCCC1)Cc1ccco1,-3,-1,95,-4,101,2,-0.5,0,-1
Cc1ccc(S(=O)(=O)Nc2ccc3c(c2)nc2n3CCN(Cc3ccccc3)C2)cc1,1,-10,71,-1,92,-17,2.0,-7,6
O=C(Nc1ncc2c(n1)CC(c1ccc(Cl)cc1)CC2=O)c1ccco1 (stereo unspecified),-7,-4,90,22,95,-30,0.6,18,-13
COc1ccccc1NC(=O)C(=O)c1cn(CC(=O)N2CCOCC2)c2ccccc12,0,-5,91,4,92,-29,0.5,54,3
CC(Cc1ccccc1)N1C(=O)c2cccc([N+](=O)[O-])c2C1=O (stereo unspecified),-3,-1,101,32,99,-7,-2.4,-16,-5
COC(=O)C(=Cc1ccccc1[N+](=O)[O-])C(=O)OC,2,11,101,14,98,-2,-0.1,20,5
CCOc1ccc(Cn2c3ccc(OC)cc3c3nc4ccccc4nc32)cc1OC,1,0,101,12,81,0,-1.1,-1,-2
CCN1CCN(C(=S)NC(C)c2ccccc2)CC1 (stereo unspecified),0,-7,101,28,100,5,0.2,-2,3
CC(=O)N1CCc2cc(S(=O)(=O)NCCC(=O)N3CCN(c4ccccn4)CC3)ccc21,-3,4,100,1,97,-7,-1.2,-3,-16
COc1ccc(-c2cc(C3CCN(Cc4ccc([N+](=O)[O-])cc4)CC3)[nH]n2)cc1,-1,6,110,8,97,9,6.8,1,0
Cc1oc(-c2ccc(Cl)cc2)nc1CN1CCC(C(=O)NCC2CCCO2)CC1 (stereo unspecified),1,-3,99,6,98,5,0.1,34,-4
O=C(Nc1ccc(S(=O)(=O)Nc2ncccn2)cc1)c1ccc(Br)s1,-1,-6,99,14,97,0,-0.3,-1,11
C/C(=N\NC(=O)c1cc(C)[nH]n1)c1ccc(-c2ccccc2)cc1,-6,2,97,20,98,-22,0.9,27,9

# Complete entries, looked up by structure. Order of screens: MEKK2mut PB1 HTS, GPR7 antag, MEKK2 WT-MEK5, NALP1 yeast inh, MEKK3 PB1 HTS, DNA FID counter, OXTR ag, PHOSPHO1 inh, PfM18AAP inh
# Entry for NS(=O)(=O)c1ccc(CNC(=O)C2(c3ccc(Cl)cc3)CC2)cc1 → -4, -2, 96, -1, 102, -9, 1.1, 13, -7
# Entry for COc1ccc(/C=C2\SC(=S)N(C(Cc3ccccc3)C(=O)O)C2=O)cc1 (stereo unspecified) → -5, -4, 101, 5, 99, 12, x, 20, -7

# Screening data: PubChem BioAssay, several laboratories
